Assay outcomes deposited in PubChem by several laboratories.
Exocytosis inh – LAMP-1 surface exposure blockers, TALL-104 cells – cell-based, flow cytometry, MLPCN library, primary screen; TALL-104 LAMP-1 surface exposure; cells stimulated with thapsigargin and PMA; inhibition, % at 10 µM; 360,000 tested, 0.66% active;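 active = inhibition above about 55%, limit read from the data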
NOD2 RIPK2 PPI – NOD2-RIPK2 binding disruptors in cells, primary screen, fluorescence, CHO cells, BLA complementation. Receptor-interacting serine/threonine-protein kinase 2 (Homo sapiens), O43353. CCF4 ratio. inhibition, % at 4.98 µM. 360,000 tested, 0.38% active. AID 624267, 2012; in the data active = inhibition above about 21%;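 note: 0% = vehicle only and 100% = reference blocker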
TROY NFkB inh – inhibitors of TROY-driven NF-kB signaling, primary screen, Q293 LMP1-TROYcd cells, NF-kB luciferase, uHTS; Q293 LMP1-TROYcd NF-kB luciferase reporter, 4 h; inhibition, % at 10 µM; 360,000 tested, 0.98% active;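 active = compounds whose plate-normalised and pattern-corrected inhibition of the luciferase reporter signal at the single screening dose is 50% or more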
ABHD5-PLIN5 inh – ABHD5-PLIN5 interaction inhibitors, primary screen, cell lysate, split luciferase complementation, luminescence; Split G. princeps luciferase complementation, 4 h; 360,000 tested, 0.78% active; inhibition, % at 4 µM; Perilipin-5 (Homo sapiens) + 1-acylglycerol-3-phosphate O-acyltransferase ABHD5 (Homo …;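 active = inhibition above the mean inhibition across every tested compound plus 3 SD, cut at about 22% in these data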;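 note: 0% = DMSO only wells and the 100% control is not disclosed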
TLR9-MyD88 inh – inhibitors of TLR9-MyD88 association in cells, primary screen, cell-based, CHO, BLA complementation, fluorescence; Toll-like receptor 9 (Homo sapiens) + Myeloid differentiation primary response protein …; CCF4 FRET ratio; inhibition, % at 4.98 µM; 340,000 tested, 0.21% active; AID 504734, 2011;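 active = inhibition above the mean over all tested compounds plus 3 SD, cut at about 21% in these data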;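 note: 0% = DMSO only wells and 100% = clavulanate BLA inhibitor control wells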
SRC1 inh – SRC1 coactivator transcriptional activity inhibitors, primary screen, cell-based, luminescence | HEK293 GAL4-SRC1 luciferase reporter | inhibition, % at 3.6 µM | 360,000 tested, 0.12% active | AID 588354, 2011;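 active = inhibition above the campaign mean plus 3 SD, with each screening campaign given its own cutoff, cut at about 60% in these data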;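 note: 0% = DMSO treated cells and 100% = gossypol at 36 µM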
SRC3 inh – SRC3 coactivator transcriptional activity inhibitors, primary screen, cell-based, luminescence; Nuclear receptor coactivator 3 (Homo sapiens), Q9Y6Q9; HEK293 GAL4-SRC3 luciferase reporter; inhibition, % at 3.6 µM; 360,000 tested, 0.17% active; AID 588352, 2011;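 active = inhibition above a per-campaign cutoff, the mean of all compounds plus 3 SD, cut at about 60% in these data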;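 note: 0% = DMSO-treated cells and 100% = gossypol-treated cells at 36 µM; higher means less SRC3-driven luciferase light from the GAL4 reporter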
NR2F2 inh – NR2F2 transcriptional activity inhibitors, primary screen, cell-based, luciferase reporter, HEK293T, luminescence. COUP transcription factor 2 (Homo sapiens), P24468. HEK293T NGFI-A luciferase reporter. inhibition, % at 8.6 µM. 370,000 tested, 0.7% active. AID 686940, 2013;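 active = inhibition above a per-plate cutoff, mean inhibition of test wells between control levels plus 3 SD, cut at about 38% in these data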;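 note: cells cotransfected with COUP-TFII expression vector driving the NGFI-A reporter; 0% = median of COUP-TF2 test wells and 100% = reporter-only cells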
SRC2 inh – inhibition of GAL4-SRC2 driven luciferase reporter, primary screen, SRC2 inhibitor project, cell-based, luminescence | 370,000 tested, 0.17% active | inhibition, % at 9 µM | HEK293 GAL4-SRC2 luciferase reporter | Nuclear receptor coactivator 2 (Homo sapiens), Q15596;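 active = inhibition above the mean inhibition of all tested compounds plus 3 SD, set per campaign, cut at about 52% in these data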;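 note: 0% = DMSO treated cells and 100% = cells given Gossypol at 36 µM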
Target sequence (Q15596 whole entry, looked up, the tested form may be a part): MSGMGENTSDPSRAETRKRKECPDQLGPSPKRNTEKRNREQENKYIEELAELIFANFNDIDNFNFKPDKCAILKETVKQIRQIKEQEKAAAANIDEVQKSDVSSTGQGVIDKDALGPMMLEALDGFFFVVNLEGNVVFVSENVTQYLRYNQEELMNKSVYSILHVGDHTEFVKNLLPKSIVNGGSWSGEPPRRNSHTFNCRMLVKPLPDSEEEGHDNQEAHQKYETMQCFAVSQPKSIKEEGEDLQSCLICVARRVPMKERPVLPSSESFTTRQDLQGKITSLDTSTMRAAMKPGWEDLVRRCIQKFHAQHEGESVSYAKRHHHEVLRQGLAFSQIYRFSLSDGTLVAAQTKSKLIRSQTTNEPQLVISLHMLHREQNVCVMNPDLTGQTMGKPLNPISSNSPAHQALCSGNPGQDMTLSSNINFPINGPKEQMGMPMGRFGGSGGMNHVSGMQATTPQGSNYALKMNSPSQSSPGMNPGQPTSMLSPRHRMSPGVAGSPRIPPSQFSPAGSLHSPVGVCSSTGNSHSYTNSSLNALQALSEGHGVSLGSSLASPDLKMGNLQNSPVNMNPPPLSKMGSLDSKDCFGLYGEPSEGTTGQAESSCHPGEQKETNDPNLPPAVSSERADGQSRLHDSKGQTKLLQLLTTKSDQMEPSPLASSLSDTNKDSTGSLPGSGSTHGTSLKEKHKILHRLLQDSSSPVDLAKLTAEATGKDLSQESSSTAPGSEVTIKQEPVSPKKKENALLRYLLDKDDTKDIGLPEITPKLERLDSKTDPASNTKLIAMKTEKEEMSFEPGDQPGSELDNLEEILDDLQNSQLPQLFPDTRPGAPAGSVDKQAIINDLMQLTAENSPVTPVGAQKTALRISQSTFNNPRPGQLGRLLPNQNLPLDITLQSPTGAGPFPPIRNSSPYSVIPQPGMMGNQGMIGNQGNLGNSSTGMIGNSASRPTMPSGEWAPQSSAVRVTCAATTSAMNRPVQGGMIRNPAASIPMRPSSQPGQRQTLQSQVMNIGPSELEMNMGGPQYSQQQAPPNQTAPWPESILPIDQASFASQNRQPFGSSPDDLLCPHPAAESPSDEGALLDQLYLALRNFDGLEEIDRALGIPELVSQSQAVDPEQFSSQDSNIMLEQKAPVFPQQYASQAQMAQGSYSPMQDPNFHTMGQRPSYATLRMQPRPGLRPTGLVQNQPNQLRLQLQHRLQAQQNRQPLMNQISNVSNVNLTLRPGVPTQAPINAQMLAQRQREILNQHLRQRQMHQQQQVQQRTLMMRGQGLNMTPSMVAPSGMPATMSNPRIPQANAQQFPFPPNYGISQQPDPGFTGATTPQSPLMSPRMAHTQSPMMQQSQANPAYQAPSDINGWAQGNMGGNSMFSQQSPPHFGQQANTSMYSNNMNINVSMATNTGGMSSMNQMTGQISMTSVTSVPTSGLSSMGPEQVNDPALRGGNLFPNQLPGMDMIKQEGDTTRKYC
TWEAK Fn14 block – inhibitors of TWEAK-Fn14 signaling, primary screen, luciferase reporter cells, uHTS; inhibition, % at 10 µM; TWEAK-stimulated Fn14 reporter cells, luciferase luminescence, 8 h; 360,000 tested, 2% active; AID 1159606, 2016; in the data active = inhibition above about 50%
NR5A2 inv ag – LRH-1 (NR5A2) inverse agonists, primary screen, cell-based, luminescence, HEK293T, StAR-luciferase reporter; 360,000 tested, 0.13% active; inhibition, % at 3.6 µM; Nuclear receptor subfamily 5 group A member 2 (Homo sapiens), O00482; AID 602396, 2012; LRH-1 transfected, 24 h;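 active = inhibition above the mean inhibition of all tested compounds plus 3 SD, cut at about 73% in these data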;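 note: 0% = DMSO wells and 100% = reporter-only cells lacking LRH-1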
Active calls of the source: *; · = no result given.

SMILES	Exocytosis inh	NOD2 RIPK2 PPI	TROY NFkB inh	ABHD5-PLIN5 inh	TLR9-MyD88 inh	SRC1 inh	SRC3 inh	NR2F2 inh	SRC2 inh	TWEAK Fn14 block	NR5A2 inv ag
COc1ccc(NC(=O)Nc2ncn(Cc3cccc(C(F)(F)F)c3)n2)cc1OC	-0.9	-3.8	11.5	-0.8	-3.0	3.2	3.0	-24.7	-6.8	11.1	5.5
COc1ccc(C2(CNC(=O)c3cccc([N+](=O)[O-])c3)CCCCC2)cc1OC	-0.9	10.2	-16.1	13.3	-8.2	0.3	14.6	10.8	23.8	-20.9	15.6
CCOC(=O)[C@]12CCCC=C1N(Cc1ccc3c(c1)OCO3)C(=O)[C@H](CC(=O)NCc1ccc(OC)c(OC)c1)C2	-4.0	-5.2	-12.5	4.1	·	·	·	4.5	-7.8	10.0	-16.2
Cc1ccc(NC(=O)c2c(C)nn(-c3ccccc3)c2Cl)c(C)c1	-2.6	-5.3	-37.9	-2.9	-5.2	-25.7	5.9	-13.8	-14.2	2.5	-24.8
Cc1ccc2oc(=O)c3cnn(CC(=O)NC4CCCCC4C)c3c2c1 (stereo unspecified)	-5.1	-4.9	-7.5	6.8	-2.3	8.1	21.1	-18.2	-8.7	-49.5	-3.5
CN(C)c1ccc(NC(N)=S)cc1	-1.3	-1.8	-11.7	1.4	-6.0	-14.0	2.3	1.2	-36.9	9.6	4.4
COC(=O)[C@@H]1C[C@@H]2CC[C@@H](O)C[C@@H]2N1Cc1ccc(Cl)cc1	7.6	-2.6	-15.3	-5.8	-5.1	-12.4	-44.0	-6.9	-4.0	-1.9	22.1
CC1Sc2ccc(S(=O)(=O)CCC(=O)NC3CCCCC3C)cc2NC1=O (stereo unspecified)	-1.8	-6.3	-2.4	-2.6	-6.9	-7.7	16.2	-16.1	5.2	7.3	-14.3
Fc1ccc(OCCOCCOc2cccc3[nH]ccc23)cc1	-0.1	-2.3	-15.9	2.8	1.1	3.8	4.3	-2.5	-4.2	-7.2	16.7
O=C(NN=Cc1ccc(N2CCOCC2)cc1)c1cc2ccccc2cc1O	4.8	30.5*	0.7	-2.3	-0.1	-3.9	6.7	-15.5	11.5	-22.3	13.5
O=C(CSc1nc2ccc([N+](=O)[O-])cc2[nH]1)NC1CCCCC1	-3.7	10.4	6.4	-2.2	-8.6	-14.2	8.5	-0.6	-27.8	20.0	-10.9
CCn1cc(/C=C(\NC(=O)c2cc(OC)c(OC)c(OC)c2)C(=O)N2CCN(C)CC2)c2ccccc21	-0.3	11.8	-22.9	-5.3	-9.2	9.8	8.2	5.4	-21.9	-7.6	-21.2
CNC(=O)/C(C#N)=C/c1c(N2CC(C)OC(C)C2)nc2ccccn2c1=O (stereo unspecified)	-2.4	0.9	-0.5	-4.0	4.2	-2.7	2.8	24.5	3.9	2.9	22.3
CCC(=NCc1ccccc1)C1=C(O)C(C(=O)OC)C(C)(C)CC1=O (stereo unspecified)	1.4	-5.0	-10.7	-1.3	-0.4	-6.8	3.8	-17.5	-10.8	-13.4	0.2
CC(Oc1cccc(Cl)c1)C(=O)Nc1ccc(S(=O)(=O)Nc2ncccn2)cc1 (stereo unspecified)	-4.9	1.2	-5.5	2.1	9.4	1.6	9.6	-5.5	1.2	10.0	1.9
Cc1nc(NCc2ccc3c(c2)OCO3)c2oc3ccccc3c2n1	2.0	-2.6	31.1	-3.2	-3.0	-29.6	15.6	12.3	-11.6	7.4	11.3
O=C(N/N=C/c1ccccc1)c1ccc(CN2C(=O)c3cccc4cccc2c34)cc1	2.1	-9.2	19.4	-4.8	3.1	-14.2	-10.8	-2.4	-21.4	22.8	-0.6
COc1cc(-c2nnc(COc3ccc4cc(Br)ccc4c3)o2)cc(OC)c1OC	-1.5	0.8	4.9	3.6	8.9	2.3	5.8	-12.9	3.0	27.4	16.6
CCC(c1nnnn1CC1CCCO1)N(CCN1CCOCC1)Cc1cc2cc(C)ccc2[nH]c1=O (stereo unspecified)	-2.9	-5.5	-11.6	-4.9	-0.8	-22.7	13.0	-0.1	-26.1	7.8	10.8
CSCCC(NC(=O)c1ccccc1Cl)C(=O)OCC(=O)N1CCCC1=O (stereo unspecified)	-4.0	-2.4	-17.0	2.1	-7.7	-6.0	4.3	4.3	8.6	-5.8	-16.3
CCC(=O)N1CCN(C(C)=O)C1c1ccccc1 (stereo unspecified)	-2.0	-6.4	-9.1	-4.8	2.0	5.3	14.7	10.9	-9.8	28.1	-8.8
COC(=O)c1nccc2c1[nH]c1ccccc12	-1.5	6.4	-19.2	-2.7	3.0	-0.2	9.9	-1.9	13.5	-24.2	-2.9
COc1ccccc1NC(=O)C(C/C=C(/C)Cl)C(C)=O (stereo unspecified)	-2.5	-4.0	11.4	-1.1	-3.9	5.0	17.5	10.2	-20.1	4.8	1.7
CCOC(=O)C1CCN(C(=O)CCc2nc3ccccc3[nH]2)CC1	0.8	-11.4	-1.6	-2.9	2.9	-4.6	13.1	14.1	-11.8	9.9	3.6
COc1cc(C(O)c2nc(-c3cccc4cccnc34)cs2)ccc1F (stereo unspecified)	-3.5	1.0	3.6	-4.0	·	1.3	-13.2	10.3	-1.7	-19.2	-0.4
O=C(O)c1cccc(Sc2cc(Cl)ccc2C(=O)O)c1	-8.5	4.1	-8.8	2.8	13.1	-5.6	-19.4	6.4	-41.1	5.0	4.8
O=C(C1CCCN(S(=O)(=O)c2ccccc2[N+](=O)[O-])C1)N1CCN(c2ccccc2)CC1 (stereo unspecified)	-1.1	0.6	-10.5	-3.8	6.1	-7.1	15.9	14.6	-0.8	27.1	11.0
Cc1ccc(S(=O)(=O)NCCN(CCNS(=O)(=O)c2ccc(C)cc2)S(C)(=O)=O)cc1	4.6	-4.4	-19.4	-6.7	6.1	-21.1	11.1	0.9	-2.2	0.5	-17.2
CCOc1ccc(CN(C)C(C)C(=O)NCc2ccccc2)cc1 (stereo unspecified)	4.4	1.0	-9.7	6.2	-0.3	-12.1	7.3	-2.6	6.9	-6.3	3.3
O=C(CN1CCOCC1)Nc1cccc(S(=O)(=O)N2CCCCCC2)c1	-1.4	-2.0	-9.8	2.0	-3.1	-13.2	13.8	22.5	-14.9	7.9	8.9
COc1cc(C(=O)c2c(C)c(CCC#N)n3ccccc23)cc(OC)c1OC	-5.7	0.3	5.3	-2.5	-4.5	-0.5	1.9	10.8	-3.5	0.1	-4.0
O=S(=O)(c1cccc(S(=O)(=O)N2CCCC2)c1)N1CCCCC1	1.5	-16.6	-25.5	-3.1	-2.8	4.9	-12.4	4.7	-14.7	-0.2	7.6
Nc1[nH][nH]c(=O)c1N=Nc1ccccc1	-0.6	-2.5	-8.2	-1.8	0.7	-29.8	-25.9	-2.8	-22.9	20.1	-60.1
Cc1ccccc1C(=O)NC1CC2CCCC(C1)N2Cc1ccc(Cl)cc1 (stereo unspecified)	2.8	1.3	5.4	-1.4	4.3	-34.4	13.5	21.1	12.2	2.3	6.9
CCc1nn(C(C)C(=O)N2CCN(Cc3ccccc3)CC2)c(=O)c2cc3occc3n12 (stereo unspecified)	-6.0	-8.7	33.0	0.3	-5.7	12.2	1.0	-5.9	17.6	-9.0	5.1
COc1cccc(C(=O)C2CCCN(Cc3cccn3-c3ccccn3)C2)c1 (stereo unspecified)	13.9	-1.4	13.9	-0.6	-7.2	22.8	14.8	9.3	11.7	-9.5	18.9

In the list so far, two contain an aryl thioether with sulfur outside any ring.
SMILES	Exocytosis inh	NOD2 RIPK2 PPI	TROY NFkB inh	ABHD5-PLIN5 inh	TLR9-MyD88 inh	SRC1 inh	SRC3 inh	NR2F2 inh	SRC2 inh	TWEAK Fn14 block	NR5A2 inv ag
O=C(CSc1nc2ccc([N+](=O)[O-])cc2[nH]1)NC1CCCCC1	-3.7	10.4	6.4	-2.2	-8.6	-14.2	8.5	-0.6	-27.8	20.0	-10.9
O=C(O)c1cccc(Sc2cc(Cl)ccc2C(=O)O)c1	-8.5	4.1	-8.8	2.8	13.1	-5.6	-19.4	6.4	-41.1	5.0	4.8

Next part.
SMILES	Exocytosis inh	NOD2 RIPK2 PPI	TROY NFkB inh	ABHD5-PLIN5 inh	TLR9-MyD88 inh	SRC1 inh	SRC3 inh	NR2F2 inh	SRC2 inh	TWEAK Fn14 block	NR5A2 inv ag
Cc1ccc(C(C)C)c(OCCNCc2ccccc2)c1	83.2*	6.5	38.4	-7.2	-3.9	14.2	1.6	-16.2	12.5	-1.7	8.1
N#CCOc1ccccc1/C=N/n1nnnc1N	-11.2	-0.4	13.5	0.1	-4.1	-17.5	9.5	-5.5	-4.2	-1.6	21.1
CSc1nc(-c2ccc(Cl)cc2)nn1C(=O)c1ccccc1	-1.3	-1.3	-58.9	-1.3	-5.5	-39.2	-53.4	-19.9	-24.6	5.6	-69.0
CSc1ccc(C(=S)N2CCN(C)CC2)cc1	3.2	-0.5	-6.6	-4.7	7.8	1.8	-6.5	-15.8	-16.8	-19.6	1.7
CCN(Cc1ccccc1)C(c1cccs1)c1nnnn1C1CCCCC1 (stereo unspecified)	3.0	3.7	10.6	-0.2	0.0	3.4	-2.3	18.8	0.9	20.4	2.2
CC(C)c1ccc(NC(=O)Nc2nnc([C@H]3C[C@H](O)[C@@H](CO)O3)s2)cc1	1.2	0.6	-13.2	8.9	·	-42.9	-18.8	-1.5	6.1	-4.2	-3.5
COc1ccc(C(=O)COC(=O)C2CCCN2C(=O)C23CC4CC(CC(C4)C2)C3)cc1 (stereo unspecified)	-5.9	-8.3	4.7	-4.6	0.8	-1.8	-0.1	-1.6	-31.1	-6.7	3.4
Cc1cc([N+](=O)[O-])nn1CCCC(=O)NC1CCCCC1	-0.6	7.7	-14.9	-3.9	0.7	-7.0	9.8	4.2	-15.5	-0.7	-12.3
Cc1ccc(CNC(=O)c2c(C)cc(=O)oc2C)cc1	3.1	-3.4	-5.3	6.8	-8.7	8.7	-10.4	2.1	-30.7	2.6	28.1
Nn1c(C2CCC2)nc2ccccc2c1=O	-0.6	2.6	10.2	0.8	-1.9	9.7	-1.7	-5.0	-17.6	6.4	-11.3
COc1ccc(C2=NS(=O)(=O)N(C)C(C(=O)N3CCOCC3)=C2)cc1	28.8	5.4	12.0	-1.8	-2.0	-1.7	0.3	-9.0	-6.7	12.9	-14.9
COc1ccccc1CCNC(=O)C(=O)NCC1OCCN1C(=O)c1ccc(Cl)cc1 (stereo unspecified)	8.0	-3.6	19.2	-5.8	-7.0	-10.8	-3.0	-0.5	-40.4	6.0	21.2

Some of the compounds tested; count on the stated rates, not on these rows.
